Source: PubChem (National Center for Advancing Translational Sciences (NCATS))
Pf Dd2 growth = Plasmodium falciparum Dd2 growth inhibition | P. falciparum Dd2 growth, SYBR Green, 72 h | Potency, µM (doses to about 28.9 µM), for the others: at the top dose activity, negative = inhibition, most hits filed as inhibitors | 120,000 tested, 4.3% active | AID 1347417; active means well fitted inhibition curve with a large enough effect; inconclusive means small, poorly fitted or top-dose-only effect; inactive means no such curve, though single readings can be large or run the other way;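 further: plate controls were DMSO vehicle for no effect and reference drug for full effect; nearly all actives have a fitted effect of over 65% in size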
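Readout: SYBR Green fluorescence, 485 nm excitation, 535 nm emission, after ~16 h lysis at 37C. Before that, Dd2-infected red cells (2.5% hematocrit) grew 72 h with compound, 29 uM top final concentration.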
* marks the source's active call; other numbers are inactive results; i = inactive; ? = inconclusive; [ ] = another dose, or the depositor's remark. Potency means the concentration at half of the fitted maximal effect. Not all compounds are listed; the hit share may differ from the screen's.

SMILES | Pf Dd2 growth
O=C(c1ccccc1)N1CCCC(n2cc(-c3nc(-c4ccccc4)no3)nn2)C1 (stereo unspecified) | ?
COc1ccc(NC(=O)C2CCCN(S(=O)(=O)c3c(C)[nH]c(=O)[nH]c3=O)C2)c(OC)c1 (stereo unspecified) | -15%
Cc1cccc(S(=O)(=O)c2cn(C)c3cc(N4CCN(c5ccccc5)CC4)c(F)cc3c2=O)c1 | 41%[activator]
CCOc1ccc(-n2c(-c3ccccc3)c(C)n3c4c(=O)n(C)c(=O)n(C)c4nc23)cc1 | -7%
Nc1ncccc1CN1CCC2(CC1)COCCN2C(=O)c1ccccc1 | i
O=C(Nc1ccc2c(c1)N(C1CCCC1)C(=O)c1ccccc1S2)c1cccc(F)c1 | ?
CC1(C(=O)NC2CCCCC2)Cc2ccccc2C(=O)N1Cc1ccc(F)cc1 (stereo unspecified) | 19%
CCCN(CC1CCOC1)S(=O)(=O)c1cc(F)ccc1C (stereo unspecified) | 13%[5.79 µM]
Cc1ccoc1C(=O)N1C[C@@H](CO)[C@H](c2nc(C3CC3)no2)C1 | -38%
CN1CCN(CCCNC(=O)C23CCCC=C2N(C2CCCC2)C(=O)CC3)CC1 (stereo unspecified) | i
COCc1nc(-c2ccc(OC3CCN(C(=O)Nc4cccc(C)c4)C3)cc2)no1 (stereo unspecified) | 24%[5.79 µM]
COc1ccc(Cn2ccnc2SCC(=O)Nc2ccc3c(c2)OCCO3)cc1 | i
Cc1c2cnn(-c3ccccc3)c(=O)c2c(C)n1CC(=O)NCc1ccccc1 | -27%
Cc1cc(=O)n(CC(=O)Nc2ccc3c(c2)OCCO3)c(N2CCc3ccccc3C2)n1 | i
O=C(C1CCCC1)N1CC2(CCN(Cc3cccnc3)C2)Cc2ccccc21 (stereo unspecified) | 6.3µM*
O=C(NCc1ccncc1)c1ccc(Cn2ccn3nc4c(c3c2=O)CCCC4)cc1 | i
COc1cccc(NC(=O)CSc2nc3ccccc3nc2N2CCOCC2)c1 | -14%
Cc1cccc(-c2nc(S(=O)(=O)c3ccccc3)c(N3CCN(c4ccccc4)CC3)o2)c1 | ?
COc1ccc(CCc2nc(-c3nnn4c3COC(c3ccc(OC)cc3)C4)no2)cc1 (stereo unspecified) | 3%
O=C(NC1CCN(c2cc(-c3ccc(Cl)cc3)[nH]n2)C1)c1ccc(F)c(F)c1 (stereo unspecified) | ?
Cc1ccc(CN2CCn3nnc(CCC(=O)NCc4ccccc4)c3C2)o1 | -16%
COc1ccc(-c2nnc(SCC(=O)N3CCC(C)CC3)o2)cc1 | -13%
COc1ccc(-c2noc(CC3CCN(C(=O)c4cc(Cl)ccc4OC)CC3)n2)cc1 | -13%
O=C(COc1ccccc1)NCCc1csc(-c2ccc(Cl)cc2)n1 | i
Cn1cc(C2CCN(C(=O)c3c(Cl)cc(Cl)cc3Cl)CC2)c2ccccc21 | 8.9µM*

Further entries follow:
SMILES | Pf Dd2 growth
COc1ccccc1-c1cc([C@H]2CN3CC[C@H]2C[C@@H]3CNC(=O)c2ccco2)nc(C)n1 | 10µM*
COc1cc(CN2C[C@@H](CO)[C@H](NC(C)=O)C2)cc(OC)c1 | -14%
COCCOc1cc(C)c2c(c1C)C[C@H](C(C)C(=O)N1CCC(O)CC1)CC2 (stereo partly specified) | -5%[44.1 µM]
CCCC(=O)N1CCC(O)(c2ccccc2)[C@H](N2CCCC2)C1 (stereo partly specified) | i[5.79 µM]
CCc1ccc(NC(=O)Cn2c(=O)n(Cc3nc(C)no3)c(=O)c3cc4c(cc32)OCO4)cc1 | -28%
CCN1CCCC2(Cc3ccccc3CN(C(=O)CCC(=O)O)C2)C1 (stereo unspecified) | 17%
O=C(NC1CCCC1)N1CCCCC12Cc1ccccc1NC2=O (stereo unspecified) | -2%[44.1 µM]
O=S(=O)(NC[C@H]1C[C@@H]2CCN1C[C@@H]2CN1CCOCC1)c1ccccc1 | -19%[44.1 µM]
COc1cc(NC(=O)Cn2ccn3nc(-c4ccccc4)c(CO)c3c2=O)cc(OC)c1 | -7%
COCCNC(=O)C[C@@H]1C[C@H]2O[C@H](CNC3CCC3)[C@@H](O)[C@H]2O1 | 1%[44.1 µM]
Cc1nn(C)c(C)c1S(=O)(=O)N1CCCC(Cn2c(C3CC3)nc3cccnc32)C1 (stereo unspecified) | -22%
O=C1CO[C@H]2CCN(Cc3c[nH]c4ccccc34)CC[C@@H]2N1Cc1ccccc1 | ?
O=C1CO[C@H]2CCN(Cc3cccc(OC(F)(F)F)c3)CC[C@@H]2N1CCN1CCCC1 | ?
COc1ccc(-c2cn3c(n2)CO[C@@H](CNC2CCCCC2)C3)cc1 | i
COc1ccc(C)cc1NC(=O)c1oc2ccc(S(=O)(=O)N3CCCCC3)cc2c1C | 34%[activator]
Cc1nc(CNC(=O)[C@H]2CCC[C@@H](O)C2)nc2c1CCCC2 | -10%
Clc1ccc(-c2cnc([C@@H]3COCCN3C3CCC3)[nH]2)cc1 | i
CCc1cccc(C)c1NC(=O)Cn1ccn2nc3c(c2c1=O)CCCCC3 | 6%
O=C1CC(c2ccccc2)N(C(=O)NCc2ccccc2)CCCCCN1 (stereo unspecified) | -2%
O=C1Cc2cc(S(=O)(=O)Nc3ccc(OC(F)(F)F)cc3)cc3c2N1CCC3 | ?
COc1ccc(C2Cn3nnc(-c4nc(-c5ccccc5C)no4)c3CO2)cc1 (stereo unspecified) | i
Cc1ccccc1OCc1nc(C2CN(C(=O)NC(C)C)C2)no1 | -18%
Cc1cnc(-c2ccccc2)n1C1CCN(S(C)(=O)=O)CC1 | -6%
Cn1cc([C@@H](NC(=O)c2nc3ccccc3[nH]c2=O)C2CC(O)C2)cn1 (stereo partly specified) | -4%
O=C(NCCC1CCCCC1)c1c[nH]c2ncccc12 | ?

Laid out differently: 2 of the compounds above.
SMILES,Pf Dd2 growth
O=C1CO[C@H]2CCN(Cc3cccc(OC(F)(F)F)c3)CC[C@@H]2N1CCN1CCCC1,?
COc1ccc(-c2cn3c(n2)CO[C@@H](CNC2CCCCC2)C3)cc1,i

Reformatted as a markdown table: entries from further up.
| canonical_smiles | Pf Dd2 growth |
| --- | --- |
| O=C1CO[C@H]2CCN(Cc3cccc(OC(F)(F)F)c3)CC[C@@H]2N1CCN1CCCC1 | ? |
| COc1ccc(-c2cn3c(n2)CO[C@@H](CNC2CCCCC2)C3)cc1 | i |
| COc1ccc(C)cc1NC(=O)c1oc2ccc(S(=O)(=O)N3CCCCC3)cc2c1C | 34%[activator] |
| Cc1nc(CNC(=O)[C@H]2CCC[C@@H](O)C2)nc2c1CCCC2 | -10% |
| Clc1ccc(-c2cnc([C@@H]3COCCN3C3CCC3)[nH]2)cc1 | i |

Ordered by length of the SMILES (lowest first): four of the compounds above.
SMILES | Pf Dd2 growth
COc1ccc(C2Cn3nnc(-c4nc(-c5ccccc5C)no4)c3CO2)cc1 (stereo unspecified) | i
COCCOc1cc(C)c2c(c1C)C[C@H](C(C)C(=O)N1CCC(O)CC1)CC2 (stereo partly specified) | -5%[44.1 µM]
COCCNC(=O)C[C@@H]1C[C@H]2O[C@H](CNC3CCC3)[C@@H](O)[C@H]2O1 | 1%[44.1 µM]
CCc1ccc(NC(=O)Cn2c(=O)n(Cc3nc(C)no3)c(=O)c3cc4c(cc32)OCO4)cc1 | -28%

(further entries)
SMILES | Pf Dd2 growth
O=C(NCCc1ccco1)C1CC(=O)N(c2n[nH]c3cccc(F)c23)C1 (stereo unspecified) | i
COc1cccc(CNC(=O)c2ccc(NC(=O)N3CC(C)Sc4ccccc43)cc2)c1 (stereo unspecified) | ?
Cc1ccc2oc(C(=O)N(C)Cc3nc(-c4cccnc4)no3)c(C)c2c1 | 5%
Cc1ccc(F)cc1S(=O)(=O)N1CCC(CC(=O)NCc2ccccc2)C1 (stereo unspecified) | i
Cc1cc(Br)ccc1NC(=O)COc1cc(=O)n(C)c2ccccc12 | i
COc1cccc(Nc2ccc3c(n2)C(C)(C(=O)NC2CCN(C)CC2)CN(C)C3)c1 (stereo unspecified) | ?
O=C1Cc2c(-c3ccccc3OCc3ccccc3)n[nH]c2CN1CC1CCOCC1 | ?
Cc1ccc(-c2nnc(C3CN(C(=O)Cc4cccc(F)c4)CC34CCOCC4)o2)cc1 (stereo unspecified) | i
COC[C@@H]1OC[C@@]2(C)C3CC[C@@H](O)[C@@H](CC(=O)N4CCCCC4)[C@]3(C)CC[C@H]2O1 (stereo partly specified) | -18%[44.1 µM]
O=C1NC2(CCN(Cc3cncs3)CC2)Oc2ccccc21 | ?
Cc1ccc(C(=O)N2C[C@H]3CN(C4CCOCC4)C[C@@]3(C(=O)O)C2)cc1 | -5%
COCCN(C)C[C@@H]1CN(C(=O)c2ccc(Cl)cc2)C[C@@H]1CO | -11%
COCCC1(NC(=O)c2ccco2)CCN(S(C)(=O)=O)CC1 | -19%
COc1ccc(OCC(=O)Nc2ccc3nn(-c4ccc(OC)cc4)nc3c2)cc1 | 7%
CC(C)NC(=O)N(C1CCOCC1)C1CN(C(=O)c2ccnn2C)C1 | 12%
CC(C)N(Cc1ccccc1)C(=O)c1cc2ccc3cccnc3c2[nH]1 | 13µM*
Cc1ccc2c(c1)-c1c(c(C(=O)NCCc3ccccc3)nn1C)CS2 | 60%[activator]
CC1CCc2nn(CC(=O)Nc3ccccc3Cl)cc2C1 (stereo unspecified) | ?
CCc1nc(CCNC(=O)CC2COCCN2S(=O)(=O)C2CC2)no1 (stereo unspecified) | 2%
COc1cccc(C(=O)NCc2cccnc2Oc2ccc(C)nc2)c1C | -8%
O=S(=O)(c1cccnc1)N1CCC(N2CC(OCC3CC3)C23CCOCC3)CC1 (stereo unspecified) | i
COCCC(=O)N1CCC2(CC1)c1nccn1-c1ccccc1CN2CC(C)C | 7%[5.79 µM]
COc1cc2c(cc1OC)n(CC(=O)c1cccc(Cl)c1)c(=O)n1nc(CCn3nc(C)cc3C)nc21 | 24%
O=C(Nc1ccc2nc(SCC(=O)N3CCCC3)sc2c1)c1cccc(Br)c1 | ?
CCCCS(=O)(=O)N1C[C@@H](C(N)=O)[C@H](c2n[nH]c(C)n2)C1 | 22%

Remaining list, next part
SMILES | Pf Dd2 growth
CCc1ccccc1S(=O)(=O)N1CCC2(CC1)CN(C(C)=O)CC2COC (stereo unspecified) | -29%
CC1Oc2ccc(NC(=O)c3ccccc3F)cc2CN(C2CCCc3ccccc32)C1=O (stereo unspecified) | ?
CC(C)(CC(=O)O)CC(=O)N1CCN2C(=O)c3cc(-c4ccccc4F)ccc3NC(=O)[C@@H]2C1 | -8%
c1ccc(OCCCCN2CCOCC2)c(CNC2CCNC2)c1 (stereo unspecified) | -4%
COc1nccnc1NC1CCN(C(=O)COc2ccccc2C)CC1 | 12%[5.79 µM]
COCCN1CC(CO)C2(CCN(Cc3ccc(C#N)cc3)CC2)C1 (stereo unspecified) | -22%
O=C(c1cc(F)ccc1F)N1CCCC(Cc2nc(C3CCOCC3)no2)C1 (stereo unspecified) | 10%
O=C(CSc1nnc(-c2ccncc2)n1-c1ccccc1)Nc1ccc(F)cc1 | -7%
Clc1ccccc1-c1nc(Nc2ccccc2)nc2ccc(Br)cc12 | -17%
CN(C)C[C@@H]1CN(c2ccncn2)C[C@H]1NC(=O)c1ccc(F)cc1Cl | -11%
Cc1ccc(NC(=O)Cn2c(-c3ccc(F)cc3)nc(C)cc2=O)c(Cl)c1 | i
Cc1cc(C)cc(-n2ccn(CC(=O)Nc3ccccc3F)c(=O)c2=O)c1 | 55%[activator]
O=C(Nc1ccccc1)c1nc2c(o1)CCN(Cc1cccnc1)CC2 | -5%[44.1 µM]
Cc1ccc(C(=O)N2CCC3(CC2)NC(=O)N(c2ccccc2)N3)cc1C | -3%
CC(C)NC(=O)C[C@@H]1O[C@H](CNCc2ccc(F)cc2)[C@@H](O)[C@H]1O | 3%[44.1 µM]
O=C(c1ccc2c(c1)OCO2)N1CCC2(CC1)NC(=O)N(c1cccc(F)c1)N2 | i
Cc1csc2nc(COc3cccc(NC(=O)c4ccccc4F)c3)cc(=O)n12 | 1%
COc1ccccc1CC(=O)Nc1cnc(-c2cccnc2)nc1 | i
COc1ccc(-c2nc3ccc(-c4ccc5c(c4)OCO5)cc3o2)c(OC)c1OC | -25%
COc1ccccc1NC(=O)Cn1c(N(C)Cc2ccccc2)nc(C)cc1=O | -23%
CCCNC(=O)c1c(OCC2CC2)cc(=O)n2c1CCCCC2 | 20%
CS(=O)(=O)N(C1CCOCC1)C1CN(C(=O)c2cncc(Br)c2)C1 | 15%
Cc1cccc(CC(=O)N2CC(C(=O)NC3CCCCC3)C3(CCOCC3)C2)c1 (stereo unspecified) | ?
CC(NC(=O)c1ccccc1NC(=O)c1nsc2ccccc12)c1ccccc1 (stereo unspecified) | 4%
O=C([C@H]1C[C@H](Oc2ccccc2)CN1C(=O)C1CCC1)N1CCOCC1 | 10%

Entries from the list above containing bromine (4):
SMILES | Pf Dd2 growth
Cc1cc(Br)ccc1NC(=O)COc1cc(=O)n(C)c2ccccc12 | i
O=C(Nc1ccc2nc(SCC(=O)N3CCCC3)sc2c1)c1cccc(Br)c1 | ?
Clc1ccccc1-c1nc(Nc2ccccc2)nc2ccc(Br)cc12 | -17%
CS(=O)(=O)N(C1CCOCC1)C1CN(C(=O)c2cncc(Br)c2)C1 | 15%

(more compounds)
SMILES | Pf Dd2 growth
COc1cc(CNC(=O)C2Cn3cccc3C(=O)N2)cc(OC)c1 (stereo unspecified) | 32%[activator]
COc1ccccc1N=C1SC(C(=O)Nc2ccccc2OC)CC(=O)N1C (stereo unspecified) | 2%
COC(=O)c1ccc2c(c1)nc1n2[C@@H](CNC(=O)c2ccc(F)cc2)COC1 | ?
CC(C)NC(=O)C[C@@H]1C[C@H]2O[C@H](CNCc3ccccc3Cl)[C@@H](O)[C@H]2O1 | 7%[44.1 µM]
OCCc1cc(CC2(NC3CCOCC3)COC2)no1 | -1%[44.1 µM]
C=CCC1(C(=O)O)CCCN(C(=O)c2cn(CCN)nn2)C1 (stereo unspecified) | 4%
O=C1Cc2c(-c3ccccc3Oc3ccccc3)n[nH]c2CN1Cc1ccccn1 | ?
